Screening results (PubChem)
GluA2 TARP mod: modulates AMPAR-stargazin complexes | HEK293 GluA2+stargazin, membrane potential dye (FDSS), glutamate EC50; hits were called plate by plate, in both directions | O88602+P19491 | AID 1259245 | 40,000 compounds, 3.5% hits | calls only at 30 µM;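 active means any of four per-well response measures lying three or more SD from its plate-wide compound average, in either direction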
Target sequence (O88602 whole entry, looked up): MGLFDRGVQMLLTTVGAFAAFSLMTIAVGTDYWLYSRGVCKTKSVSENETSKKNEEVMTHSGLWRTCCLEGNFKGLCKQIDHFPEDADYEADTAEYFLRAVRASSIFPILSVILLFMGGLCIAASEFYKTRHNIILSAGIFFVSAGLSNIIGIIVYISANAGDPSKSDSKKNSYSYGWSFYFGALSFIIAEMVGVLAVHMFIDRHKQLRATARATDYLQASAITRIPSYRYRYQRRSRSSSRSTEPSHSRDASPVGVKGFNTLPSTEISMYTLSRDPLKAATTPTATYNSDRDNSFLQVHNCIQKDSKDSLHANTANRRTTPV
Target sequence (P19491 whole entry, looked up): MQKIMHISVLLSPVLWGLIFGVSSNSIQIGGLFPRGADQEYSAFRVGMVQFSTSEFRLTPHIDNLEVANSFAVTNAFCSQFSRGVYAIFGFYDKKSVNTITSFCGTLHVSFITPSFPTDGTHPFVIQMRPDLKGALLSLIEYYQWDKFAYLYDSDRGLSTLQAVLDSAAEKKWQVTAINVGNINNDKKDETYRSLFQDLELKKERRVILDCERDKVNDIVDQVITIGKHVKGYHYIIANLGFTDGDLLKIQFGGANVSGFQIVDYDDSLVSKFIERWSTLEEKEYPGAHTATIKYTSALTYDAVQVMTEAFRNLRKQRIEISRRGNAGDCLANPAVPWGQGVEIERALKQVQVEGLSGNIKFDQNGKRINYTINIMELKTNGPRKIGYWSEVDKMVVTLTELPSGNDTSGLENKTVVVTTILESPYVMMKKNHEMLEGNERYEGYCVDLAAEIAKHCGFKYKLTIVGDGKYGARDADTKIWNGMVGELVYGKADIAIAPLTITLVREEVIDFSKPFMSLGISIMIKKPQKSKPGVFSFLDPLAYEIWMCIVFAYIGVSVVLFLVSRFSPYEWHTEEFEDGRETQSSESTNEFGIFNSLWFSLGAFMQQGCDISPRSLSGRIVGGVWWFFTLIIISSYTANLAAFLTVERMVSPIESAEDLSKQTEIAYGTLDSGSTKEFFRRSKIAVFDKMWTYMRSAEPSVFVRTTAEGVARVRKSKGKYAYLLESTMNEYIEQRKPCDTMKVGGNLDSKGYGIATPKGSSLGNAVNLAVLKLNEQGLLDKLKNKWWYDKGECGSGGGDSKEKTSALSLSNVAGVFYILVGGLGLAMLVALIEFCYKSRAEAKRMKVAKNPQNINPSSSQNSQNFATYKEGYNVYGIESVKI
GluA2 TARP mod agonism max-min: further read-out of GluA2 TARP mod, marked with its call; compound max-min signal; compound-alone response (agonism);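 unitless range of fluorescence divided by baseline over first 100 seconds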
GluA2 TARP mod glutamate slope: also measured in GluA2 TARP mod; calls as there; glutamate slope, % of max; measured here: glutamate response slope, % max;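 scaled per plate between vehicle wells and maximal 1 mM glutamate control wells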
Active calls of the source: *; i = inactive; + = active, no number; & = joins results of further samples.

Every second line gives: GluA2 TARP mod	GluA2 TARP mod agonism max-min	GluA2 TARP mod glutamate slope
- CC(C)OCCCNC(=O)C(=O)Nc1ccc(C(C)C)cc1
 : i	0.129	59.6
- CCOc1ccc(-c2noc(-c3nnn(-c4ccc(F)cc4)c3N)n2)cc1
 : i	0.102	45.7
- Nc1c(C(=O)NCCc2ccccc2)nnn1Cc1cccc(Br)c1
 : i	0.0347	44.4
- CS(=O)(=O)N1CCC(CNC(=O)c2cnc3ccccc3n2)CC1
 : i	0.057	32.6
- OC(COCc1ccc(Cl)cc1)CN1CCN(c2ccccn2)CC1 (stereo not given)
 : i	0.037	78.0
- Cc1ccc(S(=O)(=O)N2CCN(c3c(C)cccc3C)CC2)cc1C
 : i	0.0575	63.0
- O=C(NCCCn1nc(-c2ccccc2)ccc1=O)c1ccc(F)c(F)c1
 : i	0.0782	59.0
- Cn1c(-c2cccs2)nn(CCNC(=O)Cc2ccc(Cl)cc2)c1=O
 : i	0.102	83.3
- CC(C)CC(=O)NCCCn1nc(-c2ccc(F)cc2)ccc1=O
 : i	0.0923	58.8
- CS(=O)(=O)c1ccc(CC(=O)Nc2ccc([N+](=O)[O-])cc2)cc1
 : i	0.124	38.6

The listing continues:
Every second line gives: GluA2 TARP mod	GluA2 TARP mod agonism max-min	GluA2 TARP mod glutamate slope
- CN1CCc2c(sc(NC(=O)CCCSc3ccc(F)cc3)c2-c2nc3ccccc3s2)C1
 : i	0.0864	31.7
- CCCCOc1ccc(S(=O)(=O)NCCOc2ccc(-c3ccccc3)nn2)cc1
 : i	0.099	56.7
- Cc1c(C(=O)Nc2ccc(S(N)(=O)=O)cc2)nnn1-c1ccccc1F
 : i	0.0682&0.0348	34.3&86.1
- CCOc1ccc(C(=O)Nc2cc3c4c(c2)CCC(=O)N4CCC3)cc1
 : i	0.0827	67.3
- Cc1ccc([N+](=O)[O-])cc1NC(=O)C(=O)NCc1ccccc1Cl
 : i	0.136	64.4
- O=C(c1ccc(Br)o1)C1C(=O)N(c2ccccc2)N=C1c1ccccc1 (stereo not given)
 : i	0.119	61.1
- CS(=O)(=O)N1CCCC1C(=O)Nc1sccc1C(N)=O (stereo not given)
 : i	0.119	61.5
- Cc1sc2ncn(CC(=O)N3CCCC3)c(=O)c2c1-c1ccc(Br)cc1
 : i	0.0555	37.9
- CCOC(=O)c1c(NC(=O)c2ccc(S(=O)(=O)N3CCOCC3)cc2)sc2c1CCC2
 : i	0.0493	33.6
- Cc1ccc(/C=C/S(=O)(=O)N2CC(c3nc(C)no3)C2)cc1
 : i	0.147	76.4

Remaining list, next part:
Every second line gives: GluA2 TARP mod	GluA2 TARP mod agonism max-min	GluA2 TARP mod glutamate slope
- O=S1(=O)CCC(Nc2nnnc3c2cnn3-c2ccccc2)C1 (stereo not given)
 : i	0.13	45.2
- O=C(CSC1=Nc2cccnc2Nc2ccccc21)Nc1cccc(Cl)c1
 : i	0.0329	40.4
- CCOC(=O)c1ccc(NC(=O)CCN2C(=O)c3ccccc3S2(=O)=O)cc1
 : i	0.0735	49.1
- CC(=O)N1CCN(C(=O)c2ccc(S(=O)(=O)NC3CCCC3)cc2)CC1
 : i	0.103	65.2
- O=S(=O)(CCc1ccccc1)NCC(O)(c1ccccc1)C(F)(F)F (stereo not given)
 : i	0.197	41.9
- O=[N+]([O-])c1cc(/C=C/c2ccc3cccc(O)c3n2)ccc1Cl
 : i	0.0744	23.3
- CC1(C)CS(=O)(=O)N(c2ccc(Cl)c(C(=O)N3CCC(C(N)=O)CC3)c2)C1=O
 : i	0.153	49.0
- Cc1cc(C)cc(C(=O)NCCS(=O)(=O)N2CCN(c3ncccn3)CC2)c1
 : i	0.0693	56.4
- COc1ccc(C)cc1-n1c(C)c(C)n2c3c(=O)n(CC(C)=O)c(=O)n(C)c3nc12
 : i	0.051	66.4
- O=C(NCCc1c[nH]c2ccccc12)C(=O)Nc1cccc(N2CCCCC2=O)c1
 : i	0.061	56.8

Profiles from above.
CC(=O)N1CCN(C(=O)c2ccc(S(=O)(=O)NC3CCCC3)cc2)CC1 across the screens: GluA2 TARP mod: i; GluA2 TARP mod agonism max-min: 0.103; GluA2 TARP mod glutamate slope: 65.2
COc1ccc(C)cc1-n1c(C)c(C)n2c3c(=O)n(CC(C)=O)c(=O)n(C)c3nc12 across the screens: GluA2 TARP mod: i; GluA2 TARP mod agonism max-min: 0.051; GluA2 TARP mod glutamate slope: 66.4
O=S(=O)(CCc1ccccc1)NCC(O)(c1ccccc1)C(F)(F)F (stereo not given) across the screens: GluA2 TARP mod: i; GluA2 TARP mod agonism max-min: 0.197; GluA2 TARP mod glutamate slope: 41.9

(listing goes on)
Every second line gives: GluA2 TARP mod	GluA2 TARP mod agonism max-min	GluA2 TARP mod glutamate slope
- COc1ccccc1-c1ccc(N2CCC(C(=O)NC3CCCC3)CC2)nn1
 : i	0.134	73.9
- CCOc1ccc(C(=O)Nc2ccc(-n3c(C)nc4ncccc4c3=O)cc2C)cc1
 : i	0.0706	60.2
- Cc1ccc(S(=O)(=O)c2cn(CC(=O)Nc3ccc(C(N)=O)cc3)c3nc(C)ccc3c2=O)cc1
 : i	0.0899	59.9
- COc1ccc(CN2N=NC3C(=O)N(c4ccc(OC)c(OC)c4)C(=O)C32)cc1 (stereo not given)
 : i	0.0933	59.1
- COc1cccc2cc(-c3cn(-c4cccc(C(F)(F)F)c4)c(=S)[nH]3)c(=O)oc12
 : i	0.137	62.3
- O=C(Cn1nc(-c2cccs2)ccc1=O)NCCOc1ccc2nnc(-c3ccccc3)n2n1
 : i	0.0903	57.4
- CC(=O)c1cccc(S(=O)(=O)Nc2ccc(CC(=O)N(C)C)cc2)c1
 : i	0.111	56.9
- CCn1nnc2c(SCc3ccc(C(=O)OC)cc3)ncnc21
 : i	0.0661	37.0
- CCCc1[nH]nc2c1C(c1ccc(OC(=O)N3CCOCC3)c(OCC)c1)C(C#N)=C(N)O2 (stereo not given)
 : i	0.0743	15.0
- O=S(=O)(NCCc1ccsc1)C1CC1
 : i	0.0326	25.5

(more compounds)
structure,GluA2 TARP mod,GluA2 TARP mod agonism max-min,GluA2 TARP mod glutamate slope
O=C(NCC#CCN1CCc2ccccc2C1)NCc1cccs1,i,0.0513,63.6
Cc1ccsc1C(O)CNC(=O)C(=O)NCc1cccs1 (stereo not given),i,0.118,41.0
CSCCC(C)(O)CNC(=O)c1ccccc1Cl (stereo not given),i,0.0728,54.3
O=C(Cc1cccs1)NCCOc1ccc(F)cc1,i,0.0891,56.2
COc1cccc2cc(C(=O)NCC(O)(c3ccco3)C3CC3)oc12 (stereo not given),i,0.118,62.3
Cc1cc(NC(=O)c2c(F)cccc2F)n(-c2nc(-c3cccs3)cs2)n1,i,0.0453,31.4
Cc1cc(C)c(S(=O)(=O)NC(C)C)cc1N(C)S(C)(=O)=O,i,0.0915,50.6
O=C(CCCn1nc(-c2ccccc2)ccc1=O)N1CCN(c2ccccc2F)CC1,i,0.0423,70.7
CSCCC(C)(O)CNC(=O)/C=C/c1ccsc1 (stereo not given),i,0.094,51.9
CCOc1ccc(N2CC(C)Cn3c2nc2c3c(=O)n(C/C=C/c3ccccc3)c(=O)n2C)cc1 (stereo not given),i,0.0929,32.7
COc1cc(C(=O)Nc2ccc3c(c2)N(C(=O)C(C)(C)C)CC3)cc(OC)c1OC,i,0.0493,31.9
Cc1c(C(=O)N(C)CCC#N)c(C(F)(F)F)nn1C1CCN(C(C)C)CC1,i,0.0816,59.8
CCOC(=O)C1CCN(CC(O)COc2cccc(OC)c2)CC1 (stereo not given),i,0.0207,52.9
O=C(Nc1ccc2ncsc2c1)c1cccc([N+](=O)[O-])c1,+,0.164*,54.3*
COc1ccc(CCNC(=O)NCC(C)(O)c2ccc3c(c2)OCO3)cc1 (stereo not given),i,0.123,54.8
COc1ccc(-c2ccc(=O)n(Cc3ccc(C(F)(F)F)cc3)n2)cc1OC,i,0.0503,62.7
O=C(Nc1ccc2c(c1)OCO2)c1ccc(S(=O)(=O)NCc2ccco2)o1,i,0.101,61.3
COc1cccc(CNC(=O)Cn2nc(-c3ccco3)ccc2=O)c1,i,0.105,48.8
O=C(COc1ccccc1)N1CCC(CNS(=O)(=O)c2ccc(Cl)s2)CC1,i,0.128,67.5
COc1cccc2c1OC1(CCN(C(C)=O)CC1)N1N=C(c3cccs3)CC21 (stereo not given),i,0.0589,54.8
O=C(CN1CCN(c2ccc(Cl)cc2)CC1)Nc1cc(C(F)(F)F)ccc1Cl,i,0.0682,36.8
O=C(Nc1c2c(nn1-c1cccc(Cl)c1)CS(=O)C2)C1CCCCC1 (stereo not given),+,0.0863*,44.5*
CC1CCN(CC(O)COc2cccc3ccccc23)CC1 (stereo not given),i,0.0556,70.5
CCCC(=O)NCCCS(=O)(=O)N1CCN(c2ccccc2)CC1,i,0.0474,43.4
C=C(C)Cn1c(=O)c2c(nc3n2CC(C)CN3c2ccccc2OC)n(C)c1=O (stereo not given),i,0.0498,35.5
CCOc1ccccc1NC(=O)Nc1cccc(N2CCCS2(=O)=O)c1,i,0.15,56.2
COc1ccc(OC)c(NC(=O)Cn2c(C)cc(C)c(S(=O)(=O)c3ccc(C)c(C)c3)c2=O)c1,i,0.0634,52.6
CCCn1c(NCc2cc(Br)ccc2NS(=O)(=O)c2ccc(C)cc2)nc2ccccc21,i,0.0873,27.8
CC1CC(C)CN(CC(O)COc2ccc(Br)cc2)C1 (stereo not given),i,0.0402,50.6
CCCOc1ccc(N2CCN(C(=O)C(CC)c3ccccc3)CC2)nn1 (stereo not given),i,0.0519,54.6

Remaining list, next part.
structure,GluA2 TARP mod,GluA2 TARP mod agonism max-min,GluA2 TARP mod glutamate slope
O=C(Nc1nc(-c2ccc3c(c2)OCO3)cs1)C1CCN(S(=O)(=O)c2cccs2)CC1,i,0.107,72.5
Cc1nc2sccn2c(=O)c1NC(=O)Nc1ccc2c(c1)OCCO2,i,0.109,62.9
CN(CCC#N)C(=O)c1cc2cccnc2n(Cc2ccccc2)c1=O,i,0.0434,64.3
COC(=O)c1ccc(NC(=O)CS(=O)(=O)c2ccc(Cl)s2)cc1,i,0.105,52.6
Cc1ccc(NC(=O)C(=O)NCCc2ccc3c(c2)CCCN3C)cc1,i,0.0882,53.3
COc1ccccc1CNC(=O)C(=O)NCc1cccs1,i,0.0677,61.1
COc1ccc(C(=O)Nc2ccc3c(c2)CCCN3C(=O)c2ccccc2)cc1,i,0.119,71.6
O=S(=O)(Nc1ccc(N2CCCCS2(=O)=O)cc1)c1ccc(F)cc1F,i,0.104,62.5
Cc1ccc(OCCCn2c(C3CC(=O)N(C(C)(C)C)C3)nc3ccccc32)cc1 (stereo not given),i,0.0478,70.0
O=C(CC1Sc2ccccc2NC1=O)Nc1ccc(Cl)c([N+](=O)[O-])c1 (stereo not given),i,0.152,47.5
COc1cccc(CNC(=O)c2ccc3c(=O)nc4c(-c5cccc(C)c5)n[nH]n4c3c2)c1,i,0.109,47.1
COCCNCc1ccncc1,i,0.0461,62.8
Cc1cccc(CNC(=O)c2sc(-n3cccc3)nc2C(C)C)c1,i,0.102,44.1
Cc1ccc(S(=O)(=O)N(C)c2c(C)ccc(S(=O)(=O)N(C)CCCC(=O)O)c2C)cc1,i,0.0987,47.1
COc1ccccc1-c1ccc(N2CCN(C(=O)C3CCCCC3)CC2)nn1,i,0.0205,42.8
COc1ccc(S(=O)(=O)Nc2nc(C(=O)Nc3ccc(OC)c(OC)c3)cs2)cc1,i,0.0674,42.2
O=C(CC1=NS(=O)(=O)c2ccccc2N1)Nc1ccccc1Br,i,0.0968,58.3
CCOc1ccccc1C(=O)Nc1cccc(N2CCCCC2=O)c1,i,0.0709,43.8
Cc1nnsc1C(=O)Nc1ccc2c(c1)OCC(C)(C)C(=O)N2C,i,0.139,64.6
COc1ccc(Cl)cc1NC(=O)Nc1ccc2c(c1)C(=O)N(C)CCO2,i,0.182,20.3
COc1ccc(S(=O)(=O)N2CCCc3cc(NC(=O)c4cnccn4)ccc32)cc1,i,0.0961,64.0
COCCNC(=O)C(=O)NCC1CCN(C(=O)OC)CC1,i,0.0987,59.2
CCc1nc2sc(C(c3cccc(C(F)(F)F)c3)N3CCN(CC)CC3)c(O)n2n1 (stereo not given),i,0.0847,59.3
CS(=O)(=O)N1CCCC(C(=O)N(CC2CCCO2)c2nc3ccccc3s2)C1 (stereo not given),i,0.106,43.2
COc1cccc2sc(OC3CCNCC3)nc12,i,0.0284,31.9
CCOc1ccc(-c2ccc(=O)n(CCNS(=O)(=O)c3cc(OC)ccc3OC)n2)cc1,i,0.0332,59.4
Cc1nc(-n2cccc2)sc1C(=O)NCCCn1cccc1,i,0.108,66.0

Part of the list above, showing only GluA2 TARP mod glutamate slope.
| canonical_smiles | GluA2 TARP mod glutamate slope |
| --- | --- |
| CCOc1ccccc1C(=O)Nc1cccc(N2CCCCC2=O)c1 | 43.8 |
| Cc1nnsc1C(=O)Nc1ccc2c(c1)OCC(C)(C)C(=O)N2C | 64.6 |
| COc1ccc(Cl)cc1NC(=O)Nc1ccc2c(c1)C(=O)N(C)CCO2 | 20.3 |
| COc1ccc(S(=O)(=O)N2CCCc3cc(NC(=O)c4cnccn4)ccc32)cc1 | 64.0 |

Some of the compounds tested (hit frequency here may not be typical).
